CSM14.1 death rescue = rescue of cells from ER stress-induced death, primary screen, 384-well, CSM14.1, thapsigargin, ATP luminescence (AID 1222). CSM14.1 thapsigargin-induced death rescue, ATP luminescence; higher % means a stronger effect. cellular ATP content (survival), % at 20 µM; hits with a dose series show EC50 in µM. 190,000 tested, under 10 active;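 active = EC50 below 50 µM in the dose-response confirmation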;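 note: death triggered by thapsigargin at about 15 µM added after 2 h compound pretreatment; cell ATP read after overnight thapsigargin exposure of roughly 18 to 22 hours; normalized against plate controls of thapsigargin alone and 5% DMSO vehicle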
P. falciparum M17LAP = P. falciparum M17LAP inhibitors, primary screen, biochemical, fluorogenic H-Leu-NHMec substrate, 1536-well (AID 1619); recombinant M17LAP, H-Leu-NHMec fluorogenic kinetic assay; higher % means a stronger effect; one-dose inhibition, % at 30 µM; IC50 in µM for titrated hits; 0.38% of 220,000 active;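 active = compound inhibiting the enzyme by more than half at any dose during confirmatory dose-response retesting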;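 note: plate controls were full reaction with DMSO carrier for no effect and no enzyme background for full effect; strong numbers were not always called active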
P. falciparum M1AAP = P. falciparum M1AAP inhibitors, biochemical, fluorogenic H-Leu-NHMec substrate, 1536-well (AID 1445); recombinant M1AAP, H-Leu-NHMec fluorogenic kinetic assay; higher % means a stronger effect; 0.42% of 220,000 active; inhibition, % at 30 µM; hits with a dose series show IC50 in µM;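 active = primary inhibition above the hit cutoff, then over 50% inhibition at one or more dose response concentrations, cut at about 23% in these data, passing the limit was not always enough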;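 note: plate controls were DMSO full reaction for no effect and no enzyme background for full effect; strong numbers were not always called active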
Hep lipid drop = modulators of hepatic lipid droplet formation. 0.4% of 240,000 active. inhibition, % at 6.5 µM. AID 1656. AML12 mouse hepatocytes, oleate lipid droplets, BODIPY imaging;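 active = lipid droplet intensity inhibited by at least 50%, with more than 500 cells counted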
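Test system: AML12 hepatocytes (mouse); reagent: oleate loading, 100 µM; dosing: one dose, 6.5 µM compound; incubation: overnight exposure; signal: fluorescence imaging, 20x objective, two fields per well; read-out basis: % inhibition of corrected integrated BODIPY droplet signal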
SIAH1 antagonists = Siah-1 peptide-binding antagonists, primary screen, biochemical, fluorescence polarization, rhodamine-plectin, uHTS (AID 1817) | Siah-1 / rhodamine-plectin peptide fluorescence polarization; higher % means a stronger effect | displacement, % at 20 µM, or IC50 in µM where a hit was titrated | 0.02% of 290,000 active;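 active = displacement of at least 50% at 20 µM, with a fluorescence ratio check between 0.3 and a set limit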;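 note: plate controls were Siah plus tracer with DMSO for no effect and tracer alone without Siah for full effect; strong numbers were not always called active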
AID2073 = disruptors of CaV2.2 binding to Mint1 – biochemical, HTRF (AID 2073) | one-dose inhibition, % at 20 µM; IC50 in µM for titrated hits | 0.19% of 290,000 active | HTRF protein-protein interaction, Mint1-CaV2.2; higher % means a stronger effect; in the data active = inhibition mostly above about 51%, no sharp cut-off; note: some results filed as inactive read as strong as hits
LYP phosphatase = PTPN22 lymphoid phosphatase activity blockers – biochemical, fluorescence intensity, uHTS (AID 1779); recombinant LYP phosphatase, fluorescence intensity; higher % means a stronger effect; inhibition, % at 11.5 µM, or IC50 in µM where a hit was titrated; 0.054% of 290,000 active;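 note: plate controls were vehicle with enzyme for no effect and no enzyme for full effect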
XIAP antagonists = XIAP antagonists, biochemical, IAP family, fluorescence polarization (AID 1018). displacement, % at 20 µM, or IC50 in µM where a hit was titrated. 0.007% of 200,000 active. XIAP BIR domain, fluorescence polarization peptide displacement; higher % means a stronger effect; in the data active = displacement above about 50%; note: a part of the inactive calls stands beside numbers as strong as those of hits
HEK293 NOD2/NF-kB = NOD2 signaling inhibitors, cell-based, luminescence, uHTS, HEK293 (AID 1566); HEK293 NOD2/NF-kB luciferase reporter, luminescence; higher % means a stronger effect; inhibition, % at 4 µM; hits with a dose series show EC50 in µM; 0.63% of 290,000 active; note: many of its hits are not listed in these tables
Hep lipid drop cells 6.5 µM = further read-out of Hep lipid drop, marked with its call; cell count; measured here: cell count, cytotoxicity flag;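 cells counted across two imaged fields per well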
Numbers without * were called inactive; · = not tested or not shown. Cut-off read from the data, not from the text of the source, unless noted: active = inhibition above about 50%; inactive = the rest. Only part of the results is shown (hit frequency here may not be typical).

Every second line gives: CSM14.1 death rescue	P. falciparum M17LAP	P. falciparum M1AAP	Hep lipid drop	Hep lipid drop cells 6.5 µM	SIAH1 antagonists	AID2073	LYP phosphatase	XIAP antagonists	HEK293 NOD2/NF-kB
> COc1ccc(C(=O)Nc2ccc(SC(F)F)cc2)cc1
 : -3.6%	7%	-1%	-1	623	5%	14%	-6%	-2.6%	-54%
> C/C(=N/NC(=O)c1ccc(Br)s1)c1ccncc1
 : ·	·	·	-4	708	-1%	-8%	-2%	·	-21%
> O=C(COc1ccc2ccc(=O)oc2c1)N1CC[C@@]2(O)CCCC[C@H]2C1
 : ·	·	·	·	·	15%	-2%	-9%	·	8%
> COc1cccc(CN2CC(C(=O)NCCc3ccc(C)o3)CCC2=O)c1 (stereo not drawn)
 : ·	·	·	1	727	-2%	15%	-9%	·	7%
> CCNc1ccc(C(=O)Nc2ccc3nc(C)sc3c2)cc1[N+](=O)[O-]
 : -2.6%	3%	4%	1	645	-1%	-15%	-8%	-2.3%	11%
> N#C/C(=C\c1ccc(-c2ccc(C(=O)O)cc2)o1)c1nc2ccccc2[nH]1
 : 3.9%	·	·	0	625	14%	21%	9%	-3.4%	-102%
> FC(F)(F)c1cnc(N2CCSCC2)c(Cl)c1
 : ·	-4%	-1%	-13	763	0%	63%	-10%	·	4%
> COC(=O)c1cn(-c2ccccc2)nc1C(=O)OC
 : -1.2%	-3%	-3%	·	·	3%	-5%	0%	-2.2%	-3%
> COc1ccccc1NC(=O)N1CCc2c([nH]c3ccccc23)C1C(F)(F)F (stereo not drawn)
 : ·	10%	10%	-17	549	-1%	19%	-5%	·	-7%
> CCOc1ccc(CSCCNC(=S)Nc2ccccc2)cc1
 : -0.6%	-7%	1%	-12	638	2%	-10%	-2%	-2.1%	13%
> Cn1c2c(c(=O)n(C)c1=O)C(c1ccc(F)cc1)C(C#N)=C(N)O2 (stereo not drawn)
 : ·	-2%	-1%	19	695	16%	-4%	-2%	-3.1%	1%
> COc1ccc(N2CCN(c3nc4ccccc4nc3NS(=O)(=O)c3ccccc3)CC2)cc1
 : 0.1%	14%	8%	12	753	1%	8%	1%	-1.1%	10%
> CNS(=O)(=O)c1cn(CC(=O)NCc2cccc(OC)c2)cc1S(=O)(=O)NC
 : ·	·	·	-5	783	1%	8%	2%	·	-22%
> COc1cc(NC(=O)n2ncc3cc(Cl)ccc32)cc(OC)c1
 : ·	·	·	-10	823	-3%	-1%	-2%	·	-16%
> CC1(C)OC(C)(C)/C(=C/Nc2ccc(O)cc2)C1=O
 : -1.8%	35%	11%	2	661	·	20%	-3%	-2.3%	-7%
> Cc1ccc(-c2nnc(N3CCN(C(=O)COc4cccc(C)c4)CC3)c3ccccc23)cc1
 : ·	-2%	4%	28	704	-2%	-4%	0%	·	18%
> O=C(/C=C/c1cccs1)NC(=S)Nc1ccc(S(=O)(=O)Nc2ccccc2C(F)(F)F)cc1
 : ·	0%	15%	·	·	4%	6%	5%	·	8%
> COc1ccc(NCC(=O)N/N=C/C(C)c2ccccc2)cc1 (stereo not drawn)
 : -1.0%	-1%	5%	2	664	16%	1%	2%	-5.9%	6%
> CCOc1cccc(OCCCCn2ccnc2)c1
 : -1.0%	12%	8%	-10	715	4%	6%	-2%	-2.7%	-6%
> Cc1cccc(N=N/C(=C\O)C(=O)c2ccc(Br)cc2)c1
 : ·	16%	22%	5	719	4%	16%	-1%	-7.2%	-55%
> Cc1ccc(C(C)C)c(OCCCCN2CCNCC2)c1
 : ·	·	·	-9	794	1%	7%	-7%	·	16%
> C=CCOC(=O)/C(=C\c1ccccc1)NC(=O)c1ccco1
 : -5.9%	-3%	3%	-5	652	-4%	-1%	4%	-1.5%	13%
> C=CCn1c(COc2cccc3cccnc23)nnc1SCC(=O)O
 : -2.1%	35%	5%	1	775	3%	12%	-1%	-4.0%	-3%
> O=C(Nc1ccc(S(=O)(=O)Nc2ncccn2)cc1)C1=NN(c2ccccc2)C(=O)CC1
 : ·	1%	7%	-11	701	-2%	16%	-4%	·	-7%
> Cc1ccc(CCNC(=O)C2CCN(S(=O)(=O)c3cccc4cccnc34)CC2)cc1
 : ·	·	·	-19	679	20%	10%	-9%	·	8%
> CCOc1ccc2c(c1)c(N=NC(N)=S)c(O)n2C
 : ·	2%	9%	7	774	4%	40%	-7%	·	19%
> CC1OC23CCCCC2C(C#N)(C(=N)O3)C1(C#N)C#N (stereo not drawn)
 : 2.4%	16%	12%	-8	666	1%	4%	-8%	-4.6%	7%
> Cc1cc(Br)ccc1NC(=O)CN1C(=O)C2C3CC(c4ccccc4)C(C3)C2C1=O (stereo not drawn)
 : -0.4%	15%	2%	·	·	2%	0%	0%	0.6%	-112%
> CCC1CCc2sc(C(=O)NCc3ccccn3)cc2C1 (stereo not drawn)
 : ·	·	·	-73	731	-2%	10%	4%	·	-23%
> CCCCCCn1c(N)c(C#N)c2ccc([N+](=O)[O-])cc2c1=O
 : 0.0%	3%	9%	23	702	-2%	11%	-5%	-7.4%	9%
> CC(C)Cn1c(N)c(C(=O)COC(=O)c2cc(C(F)(F)F)nc3c(C(F)(F)F)cccc23)c(=O)n(C)c1=O
 : -0.4%	1%	-3%	-4	735	-2%	-6%	-10%	-3.8%	22%
> O=C1C2C(C(=O)N1Cc1cccnc1)C1C=CC2C12CC2 (stereo not drawn)
 : -2.0%	-3%	-5%	-11	746	2%	-2%	-15%	-7.9%	-3%
> O=S(=O)(NCc1ccc(Cl)cc1)c1ccc(Cl)nc1
 : -0.3%	-9%	-1%	·	·	-7%	-9%	-4%	-3.4%	20%
> O=C(CSc1nnc2n1CCCN2)c1ccccc1
 : ·	17%	-6%	-28	701	-5%	-11%	-7%	·	-34%
> CCc1ccc(N(CC(=O)NC2CCCCC2)C(=O)CCC(=O)Nc2ccccn2)cc1
 : ·	·	·	10	841	16%	7%	-9%	·	-4%
> CC(C)OP(=O)(OC(C)C)C1(NS(=O)(=O)c2ccc(Cl)cc2)C=C(Cl)C(=O)C(Cl)=C1
 : ·	·	·	0	737	-4%	-22%	-3%	·	26%
> CCC(OC(=O)c1nsc(Cl)c1Cl)C(=O)NCCc1ccccc1 (stereo not drawn)
 : ·	·	·	9	811	4%	-1%	-9%	·	2%
> O=C1CCCN1CC1CCN(Cc2nc(CC3CC3)no2)CC1
 : -2.0%	6%	-3%	-2	595	4%	-11%	-9%	-10%	3%
> COc1ccc(-c2nc(CS(=O)(=O)CC(=O)NCc3ccc4c(c3)OCO4)c(C)o2)cc1
 : ·	·	·	-7	701	-3%	3%	0%	·	-25%
> Fc1cccc(NC(=S)NCc2ccccn2)c1
 : -1.1%	21%	3%	-2	701	2%	-30%	-11%	-7.1%	-10%
> Cc1cccc(NC(=O)C(=O)NCCCN2CCOCC2)c1
 : -0.5%	-5%	10%	3	672	0%	7%	0%	-7.4%	12%
> CCc1nn(CC(=O)N2CCN(CC)CC2)c(=O)c2cccn12
 : ·	·	·	5	777	-6%	12%	-8%	·	1%
> COc1cc(C2C3=C(Nc4nc(N)[nH]c(=O)c42)c2ccccc2C3=O)ccc1O (stereo not drawn)
 : ·	12%	13%	-12	636	2%	41%	-6%	·	17%
> Cc1nc(NC(=O)CN(C)S(=O)(=O)c2ccc(Cl)cc2)sc1C
 : 0.2%	2%	18%	6	793	-2%	12%	-1%	-2.0%	22%
> COc1ccccc1-c1noc(CSc2nc(C)cc(=O)[nH]2)n1
 : 8.4%	4%	9%	3	671	6%	0%	-6%	-2.4%	6%
> O=c1c(Cc2ccc(F)cc2)c(O)ccn1CCCn1ccnc1
 : -1.3%	20%	5%	8	699	1%	-7%	4%	-9.4%	1%
> COc1cccc(OCCNS(=O)(=O)c2cccc([N+](=O)[O-])c2)c1
 : -1.2%	-3%	5%	-13	706	3%	-8%	-4%	-5.7%	18%
> CC1Cc2ccccc2N1C(=O)CSc1nnnn1C(C)C (stereo not drawn)
 : 3.1%	7%	2%	·	·	3%	-2%	-8%	-3.4%	4%
> CCc1ccc(OCCOCCN2CCN(C)CC2)cc1
 : ·	·	·	-1	844	-1%	11%	-8%	·	-9%
> Cn1cc(C(F)(F)F)nc1-c1ccc(OCC(O)CNCCOc2ccc(O)c(C(N)=O)c2)cc1 (stereo not drawn)
 : ·	14%	2%	-10	714	3%	14%	-2%	·	6%
> Cc1ncc(CO)c(/C=N/NC(=O)c2ccc(Br)cc2)c1O
 : -2.5%	-28%	14µM*	-13	540	3%	36%	-2%	-4.4%	52%*
> Cc1ccc(OCCn2c(SCCO)nc3c(N)ncnc32)cc1
 : ·	·	·	-20	787	10%	6%	-6%	·	22%
